NALP3 yeast inh: inhibitors of NALP3 inflammasome in yeast | Yeast reconstituted NLRP3/ASC/caspase-1, beta-gal luminescence, 24 h | inhibition, % at 10 µM | actives 0.39% (n = 330,000) | AID 2825;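 active = inhibition of 50% or more; inactive = inhibition below 50%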;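 also: plate controls were induced DMSO wells for no effect and uninduced yeast grown without galactose for full effect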
APOBEC3G inh: inhibitors of human APOBEC3G DNA deaminase | recombinant A3G, ssDNA deamination FAM/TAMRA fluorescence | actives 0.28% (n = 330,000) | AID 493012 | Q9HC16 | inhibition, % at 20 µM;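 active = inhibition of at least 40% at 20 µM, with no more than 30% in the related APOBEC3A deaminase screen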;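 also: plate controls were DMSO wells with A3G for no effect and wells lacking A3G enzyme for full effect; some compounds called inactive have numbers as strong as hits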
Target sequence (Q9HC16 whole entry, looked up): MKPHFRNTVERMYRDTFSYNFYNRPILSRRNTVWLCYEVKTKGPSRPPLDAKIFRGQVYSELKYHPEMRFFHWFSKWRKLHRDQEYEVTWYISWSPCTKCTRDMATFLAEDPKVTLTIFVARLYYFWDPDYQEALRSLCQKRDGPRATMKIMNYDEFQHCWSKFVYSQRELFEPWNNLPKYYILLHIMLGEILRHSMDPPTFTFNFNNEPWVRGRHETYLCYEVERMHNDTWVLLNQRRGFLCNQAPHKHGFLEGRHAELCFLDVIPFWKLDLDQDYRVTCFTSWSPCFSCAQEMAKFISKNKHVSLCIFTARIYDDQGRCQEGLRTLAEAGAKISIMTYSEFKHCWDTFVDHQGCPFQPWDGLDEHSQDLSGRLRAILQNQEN
mIAP activ: mouse IAP activation; muIAP, CDP-Star luminescence, 30 min; hits give high values; 1 = vehicle-only enzyme signal, 0 = enzyme-free wells; activation factor at 10 µM; actives 0.24% (n = 330,000); AID 2805;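 active = activation factor of at least 2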; also: the source names both 10 and 20 µM as test concentration; values of inactives mirror those of a sister screen read the other way
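Assay system: mouse IAP enzyme; reagent: chemiluminescent substrate CDP-Star; dosing: test compounds delivered from DMSO solution; schedule: 30 min at room temperature; measured by: luminescence from enzymatic CDP-Star hydrolysis; controls: DMSO-only wells and no-enzyme negative control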
TIM10 inh: growth inhibitors of TIM10 yeast strain; S. cerevisiae TIM10 strain growth, BacTiter-Glo luminescence, 24 h; inhibition, % at 10 µM; actives 1.4% (n = 330,000); AID 463195;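 active = inhibition of 40% or more at the single tested concentration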;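 also: wild-type TIM10 isogenic control strain grown at permissive 25 °C; 0% = DMSO yeast wells and 100% = minimal medium wells without yeast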
MIN6 prolif: induces beta-cell replication in MIN6 cells; actives 0.29% (n = 330,000); MIN6 cells proliferation, ATPlite luminescence, 48 h; cells starved in 0.2% serum; 100% = growth in 10% serum; proliferation, % at 10 µM;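 active = compounds whose signal lies at least 3.5 SD above the mean of all wells on their plate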;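 also: 0% = DMSO-treated cells in low-serum medium and 100% = 10% serum control; some compounds called inactive have numbers as strong as hits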
tim10-1 inh: growth inhibitors of tim10-1 mutant yeast; S. cerevisiae tim10-1 ts strain growth, BacTiter-Glo, 24 h; AID 463190; actives 2.2% (n = 330,000); inhibition, % at 20 µM;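 active = inhibition of at least 40%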;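 also: mutant grown at 25 °C; 0% = DMSO wells with yeast and 100% = wells holding no yeast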
hIAP block: blocks human intestinal alkaline phosphatase | purified IAP, CDP-Star luminescence, 30 min | inhibition, % at 10 µM | actives 0.12% (n = 330,000);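 active = inhibition reaching a set limit with compound at 10 µM in the primary screen, cut at about 35% in these data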;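 also: plate controls were DMSO wells with enzyme for no effect and no-enzyme buffer wells for full effect; values of inactives mirror those of a sister screen read the other way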
A3A deaminase: inhibitors of human APOBEC3A DNA deaminase | P31941 | recombinant A3A, FAM/TAMRA ssDNA deamination fluorescence | inhibition, % at 20 µM | actives 0.41% (n = 330,000) | AID 493011;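 active = at least 40% inhibition at 20 µM here, with at most 30% in a related deaminase screen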;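 also: plate controls were A3A with DMSO for no effect and wells lacking A3A enzyme for full effect; some results filed as inactive read as strong as hits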
Target sequence (P31941 whole entry, looked up): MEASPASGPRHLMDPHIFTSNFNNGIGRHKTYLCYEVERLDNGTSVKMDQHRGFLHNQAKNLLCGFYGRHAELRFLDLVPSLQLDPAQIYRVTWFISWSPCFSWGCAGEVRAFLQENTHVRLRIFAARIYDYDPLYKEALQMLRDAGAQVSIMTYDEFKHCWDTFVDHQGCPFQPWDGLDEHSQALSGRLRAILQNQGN
mIAP block: mouse IAP inhibition | purified mouse IAP, CDP-Star luminescence, 30 min | inhibition, % at 10 µM | actives 0.2% (n = 330,000) | AID 2806;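 active = inhibition of at least 40% at 10 µM in the primary screen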;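 also: plate controls were DMSO with enzyme for no effect and no enzyme wells for full effect; values of inactives mirror those of a sister screen read the other way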
Active calls of the source: *; x = not tested or not shown.

SMILES	NALP3 yeast inh	APOBEC3G inh	mIAP activ	TIM10 inh	MIN6 prolif	tim10-1 inh	hIAP block	A3A deaminase	mIAP block
O=S(=O)(Nc1cc(Cl)ccc1-n1cncn1)c1ccc(F)cc1	8	-6	1	8	2	9	-7	-1	0
CCN(Cc1ccccc1)C(=O)CCc1nc(-c2ccc(C)cc2)no1	24	-4	1.1	-15	-1	5	7	-1	-6
CCOc1ccc(-c2ccc(C=O)o2)c([N+](=O)[O-])c1	-4	0	0.98	-6	0	31	-5	0	2
Cc1ccc(C(=O)CSc2nc(C(C)C)nc3ccccc23)cc1	8	-11	0.94	-6	-3	4	11	5	6
COc1ccc(NC(=O)CN(C)C(=O)c2ccc(S(=O)(=O)Nc3ccccc3C)cc2)cc1	16	-9	0.92	-7	5	-4	5	-2	8
COc1ccc(NC(=O)COC(=O)CCCc2c[nH]c3ccccc23)cc1OC	2	-6	1	3	-2	3	16	0	-4
CNC(=O)NC(=O)COC(=O)c1n[nH]c2ccccc12	3	-2	1	-6	-3	-12	8	5	-5
O=C(NCCC(=O)N1CCN(c2ccc(F)cc2)CC1)c1ccco1	4	-6	1	-2	1	-10	8	1	-3
O=C1COc2ccc(C(=O)c3ccccc3C(=O)NCc3ccco3)cc2N1	15	2	1.1	-3	0	12	0	-2	-6
COc1ccc(S(=O)(=O)Nc2ccccc2C(=O)N2CCOCC2)cc1Cl	12	-9	1	12	2	9	-11	4	0
OCC1(CCc2ccccc2)CCN(Cc2ccc3nsnc3c2)CC1	19	-3	0.94	-36	-1	-16	9	1	6
CSc1nsc(SCC(=O)Nc2ccc(F)cc2)n1	2	-9	0.87	-9	0	-62	-4	-2	13
CCCCCNC(=O)C(=O)C1C(=O)Nc2ccccc21 (stereo not drawn)	52*	-7	1	6	-4	-40	2	-5	-1
Cc1nc(-c2coc3cc(OCC(=O)O)ccc3c2=O)cs1	9	-3	0.96	2	-5	16	2	0	4
Cc1cc(-c2nnc(SCC(=O)Nc3nc(-c4ccccc4)cs3)o2)no1	13	3	0.75	-5	1	-16	-15	10	25

Full records from above.
`O=C(NCCC(=O)N1CCN(c2ccc(F)cc2)CC1)c1ccco1` as listed: NALP3 yeast inh = 4; APOBEC3G inh = -6; mIAP activ = 1; TIM10 inh = -2; MIN6 prolif = 1; tim10-1 inh = -10; hIAP block = 8; A3A deaminase = 1; mIAP block = -3
`Cc1ccc(C(=O)CSc2nc(C(C)C)nc3ccccc23)cc1` as listed: NALP3 yeast inh = 8; APOBEC3G inh = -11; mIAP activ = 0.94; TIM10 inh = -6; MIN6 prolif = -3; tim10-1 inh = 4; hIAP block = 11; A3A deaminase = 5; mIAP block = 6
`CCN(Cc1ccccc1)C(=O)CCc1nc(-c2ccc(C)cc2)no1` as listed: NALP3 yeast inh = 24; APOBEC3G inh = -4; mIAP activ = 1.1; TIM10 inh = -15; MIN6 prolif = -1; tim10-1 inh = 5; hIAP block = 7; A3A deaminase = -1; mIAP block = -6

(list continues)
SMILES	NALP3 yeast inh	APOBEC3G inh	mIAP activ	TIM10 inh	MIN6 prolif	tim10-1 inh	hIAP block	A3A deaminase	mIAP block
COc1ccc(NC(C)C(=O)Nc2ccc(C#N)cc2)cc1Cl (stereo not drawn)	8	-2	0.95	-26	2	-14	-16	0	5
CC(=O)c1cccc(NC(=O)NC(C)c2ccc3c(c2)OCO3)c1 (stereo not drawn)	16	-2	1	5	-1	-5	-5	-1	-4
O=C(c1ccc(-c2ccccc2)cc1)N1CCN(c2ccccn2)CC1	23	-1	1.1	18	-1	21	-4	1	-10
Cc1ccc(SCC(=O)NNC(=O)C2CCCCC2)cc1	2	-1	0.97	7	-1	9	-19	-1	3
Cc1cc(C)cc(NC(=S)NC2CC3CCCC(C2)N3C2CCCC2)c1 (stereo not drawn)	17	-9	1.8	4	1	8	-20	-2	-79
S=C(Nc1ccc2cn[nH]c2c1)Nc1ccc(Cl)cc1Cl	17	-6	1	14	-2	0	7	-2	-1
CCCCn1c(Cc2ccccc2)nnc1SCC(=O)Nc1cc(C)on1	1	-4	1.1	-10	-2	32	-16	-5	-9
CCOc1ccc(S(=O)(=O)Nc2ccc(C(=O)N3CC(C)OC(C)C3)cc2)cc1 (stereo not drawn)	12	0	0.99	13	6	-5	-10	5	0
Cc1ccc(N=C2SCCCN2C(=O)c2ccco2)cc1Cl	7	-5	0.96	26	-2	24	17	-4	4
COc1ccc(CNS(=O)(=O)c2ccc3c(c2)NC(=O)C(C)S3)cc1 (stereo not drawn)	23	-2	1.1	1	-3	4	-8	-5	-9
CCc1ccc(CCC(=O)Nc2ncc(Cc3ccccc3Cl)s2)o1	1	-7	0.76	12	-4	12	14	-4	24
CC(C)(C)c1ccc(C(=O)NN2CCOCC2)cc1	14	-4	0.97	-7	-2	-16	-8	-1	3
Cc1cccc(NC(=O)CSc2nnc(-c3ccccc3)n2N)c1C	6	-8	1	7	0	11	10	-2	0
O=C(NCc1ccco1)c1cccnc1-c1nc2ccccc2s1	0	8	0.98	7	-3	30	2	2	2
O=C(COC(=O)c1c(F)cccc1F)c1ccc[nH]1	10	-7	1	-30	-5	0	-9	-3	-1
FC(F)Oc1ccccc1C1CC(c2ccc(Br)s2)Nc2ncnn21 (stereo not drawn)	-8	-1	1	1	-2	20	-9	-2	-5
Cc1cc(C)c2nc(C)cc(N/N=C/c3ccc(O)cc3)c2c1	19	-8	0.85	1	-6	-14	-1	2	14
O=C(Cn1c(C(F)(F)F)nc2ccccc21)Nc1ccccc1C(=O)O	19	-4	1.1	1	0	6	7	0	-5
CN(c1ccccc1)c1nc(N)c(C#N)c(CC#N)c1C#N	4	-9	1	-11	0	24	11	-2	-2
NC(=O)[C@@H]1CC2(CC(c3cccc(NC(=O)COc4ccc(Cl)cc4)c3)=NO2)CN1C(=O)c1ccccc1 (stereo partly drawn)	16	-10	1.2	6	-2	-12	-8	2	-22
COc1cc(CCC(=O)OCC(=O)Nc2ccccc2C(C)C)cc(OC)c1OC	-2	-5	1.1	-7	-1	4	-17	-1	-5
CCCS(=O)(=O)Nc1cc(C(F)(F)F)ccc1OCCOC	34	-2	0.94	10	-2	13	8	-2	6
COc1ccc(C)c2sc(N3CCCC3)nc12	28	-6	1.1	44*	-3	44*	-9	-4	-6
CCSc1nnc(NC(=O)CCc2ccccc2)s1	17	0	0.96	4	1	18	2	-1	4
CC(=O)NNC(=O)CSc1nnc(-c2ccccc2)c(-c2ccccc2)n1	7	2	0.9	14	-2	13	-61	1	10
CCOC(=O)CNC(=O)CSc1ccc2nnc(-c3ccc(F)cc3)n2n1	-8	3	1.1	-2	0	10	-33	-3	-7
COc1ccc(CC(=O)NNC(=O)CSc2ccc(C)cc2)cc1	5	-3	0.99	-10	0	2	-71	-3	1
CC1CCN(C(=O)Cn2nc(C(F)(F)F)c3c2CCCC3)CC1	11	-1	1.2	5	1	20	-3	2	-19
Cc1ccc(C)n1-n1cnc2scc(-c3cccs3)c2c1=O	6	0	1.1	13	1	32	6	1	-8
Cc1n[nH]c(C)c1CN(C)C(=O)c1cc(COc2ccc(F)c(F)c2)on1	11	-3	0.93	-3	5	-8	-34	-2	7

Marked active in NALP3 yeast inh, among the entries above:
compound | NALP3 yeast inh | APOBEC3G inh | mIAP activ | hIAP block | A3A deaminase | mIAP block
CCCCCNC(=O)C(=O)C1C(=O)Nc2ccccc21 (stereo not drawn) | 52* | -7 | 1 | 2 | -5 | -1

2 entries from above, as labelled records.
Compound: CCN(Cc1ccccc1)C(=O)CCc1nc(-c2ccc(C)cc2)no1
  NALP3 yeast inh: 24	APOBEC3G inh: -4	mIAP activ: 1.1	TIM10 inh: -15	MIN6 prolif: -1	tim10-1 inh: 5	hIAP block: 7	A3A deaminase: -1	mIAP block: -6
Compound: CCOc1ccc(-c2ccc(C=O)o2)c([N+](=O)[O-])c1
  NALP3 yeast inh: -4	APOBEC3G inh: 0	mIAP activ: 0.98	TIM10 inh: -6	MIN6 prolif: 0	tim10-1 inh: 31	hIAP block: -5	A3A deaminase: 0	mIAP block: 2

Additional records follow:
SMILES	NALP3 yeast inh	APOBEC3G inh	mIAP activ	TIM10 inh	MIN6 prolif	tim10-1 inh	hIAP block	A3A deaminase	mIAP block
Cc1noc(C)c1S(=O)(=O)N1CCC(C(=O)NCCc2ccc(S(N)(=O)=O)cc2)CC1	8	-4	0.87	4	-2	17	-11	2	13
Cn1cc(C(=O)c2ccc(Cl)cc2Cl)cc1C(=O)N/N=C(\N)COc1cccc(C(F)(F)F)c1	0	2	0.98	12	-7	26	-9	0	2
CCOC(=O)c1cc2c(n(-c3ccc(C)cc3)c1=O)CCCC2=O	-6	1	1	2	-1	4	-15	2	-1
COC(=O)c1cccc(NS(C)(=O)=O)c1C	-6	-1	1.1	2	-1	15	14	6	-5
COc1ccc(C(=O)Nc2cc(C(F)(F)F)ccc2-n2cnc3ccccc32)cc1	4	0	1.1	0	-2	7	1	3	-10
CCN1CCN(C(=O)CN(C)S(=O)(=O)c2cc(C)ccc2OC)CC1	10	-5	1	8	0	11	11	2	0
COc1ccc(-c2cc(C)no2)cc1S(=O)(=O)N1CCCN(Cc2ccc(F)cc2)C1	-12	-4	0.93	28	-3	24	-33	-1	7
O=C1OC[C@H]2CCCC[C@@H](CO)ON12	x	0	1.1	-8	x	14	x	1	-7
Cc1cccc(C)c1OCCCCn1cnc2ccccc2c1=O	25	-7	1.1	6	0	0	26	-2	-7
CCOC(=O)c1cc(-c2nnc(-c3ccc(Cl)cc3)o2)c(C)nc1C	14	2	0.85	1	-4	-7	8	1	15
COc1cc(C(=O)Nc2cccc(-c3nc4ncccc4o3)c2C)cc(OC)c1OC	7	-8	0.98	-21	2	-24	-5	-2	2
COc1nc(N(C)C)nc(N(C)c2cc(Cl)cc(Cl)c2)n1	18	-11	0.97	-2	1	8	-31	-6	3
